Bcl-xL primary: blocks human Bcl-xL binding to Bim BH3 peptide; Q07817; 320,000 tested, 0.7% active; inhibition, % at 10.9 µM; AID 2129; GST-Bcl-xL / FITC-Bim BH3 peptide fluorescence polarization;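 active = inhibition above the mean of all tested compounds plus 3 SD, cutoff set per campaign, cut at about 30% in these data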;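 note: 0% = DMSO wells and 100% = unlabeled Bim-BH3 peptide competitor; inhibitors lower millipolarization by displacing the labeled peptide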
Target sequence (Q07817 whole entry, looked up): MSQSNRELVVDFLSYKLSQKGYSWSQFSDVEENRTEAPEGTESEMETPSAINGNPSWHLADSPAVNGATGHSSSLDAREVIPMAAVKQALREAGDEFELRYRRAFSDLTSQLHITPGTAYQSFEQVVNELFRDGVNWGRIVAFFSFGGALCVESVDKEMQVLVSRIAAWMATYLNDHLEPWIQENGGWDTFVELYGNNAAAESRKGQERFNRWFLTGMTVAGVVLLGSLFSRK
MCL1-BIM inh: MCL1-BIM-BH3 interaction inhibition (human); Q07820; GST-MCL1 / FITC-Bim-BH3 fluorescence polarization; inhibition, % at 10.9 µM; 320,000 tested, 0.68% active;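 active = inhibition above the mean inhibition of all tested compounds plus 3 SD, set per campaign, cut at about 40% in these data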;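 note: 0% = DMSO wells and 100% = unlabeled Bim-BH3 peptide control; higher means more loss of mP so more displacement of Bim peptide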
PAD4 FP inh: PAD4 (human) enzyme inhibition; Q9UM07; recombinant PAD4, RCA probe fluorescence polarization; inhibition, % at 6.36 µM; 330,000 tested, 0.41% active; AID 485272;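 active = percent inhibition above a cutoff equal to the mean of all tested compounds plus 3 SD, cut at about 15% in these data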;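 note: 0% = PAD4 with RCA probe and DMSO and 100% = probe without PAD4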
GLD-1 TGE inh: GLD-1-TGE RNA interaction inhibition (C. elegans); Q17339; inhibition, % at 5.96 µM; purified GLD-1 + fluorescein TGE RNA, fluorescence polarization; AID 2280; 320,000 tested, 0.44% active;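 active = percent inhibition above a per-plate cutoff, the plate mean of test compounds plus 3 SD, cut at about 30% in these data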;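 note: 0% = DMSO wells with GLD-1 and probe and 100% = wells lacking GLD-1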
TPT1 inh: C. albicans TPT1 enzyme inhibition; recombinant caTPT1, FP RNA substrate dephosphorylation; inhibition, % at 5 µM; 300,000 tested, 0.81% active;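 active = inhibition above the mean of all tested compounds plus 3 SD, set per screening campaign, cut at about 24% in these data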;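 note: plate controls were DMSO alone for no effect and ferristatin control at 100 nM for full effect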
PME-1 primary: PME-1 (human) inhibition. Q9Y570. recombinant PME-1, FP-Rh probe fluorescence polarization. inhibition, % at 5.9 µM. 320,000 tested, 0.53% active;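 active = inhibition above the campaign mean of all compounds plus 3 SD, cut at about 26% in these data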;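 note: competitive labeling of PME-1 active site by serine hydrolase directed probe; 0% = PME-1 with DMSO and 100% = wells lacking PME-1 enzyme; inhibitors block probe labeling so polarization falls and inhibition rises; many of its hits are not listed in these tables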
Fam108B inh: blocks mouse Fam108B hydrolase in RBBP9 counter-screen. inhibition, % at 9.51 µM. recombinant Fam108B, FP-Rh probe fluorescence polarization. 300,000 tested, 0.33% active;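 active = inhibition above the screen mean inhibition plus 3 SD, computed separately per campaign, cut at about 18% in these data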;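 note: inhibitors lower polarization as less probe binds the enzyme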
GSTO1 counter: blocks human GSTO1 in RBBP9 counter-screen | P78417 | recombinant GSTO1, activity-based probe fluorescence polarization | inhibition, % at 5.96 µM | 300,000 tested, 1.1% active | AID 1974;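 active = inhibition above the campaign mean inhibition plus 3 SD, cut at about 35% in these data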;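 note: 0% = GSTO1-1 with DMSO and 100% = wells lacking GSTO1-1 enzyme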
Target sequence (P78417 whole entry, looked up): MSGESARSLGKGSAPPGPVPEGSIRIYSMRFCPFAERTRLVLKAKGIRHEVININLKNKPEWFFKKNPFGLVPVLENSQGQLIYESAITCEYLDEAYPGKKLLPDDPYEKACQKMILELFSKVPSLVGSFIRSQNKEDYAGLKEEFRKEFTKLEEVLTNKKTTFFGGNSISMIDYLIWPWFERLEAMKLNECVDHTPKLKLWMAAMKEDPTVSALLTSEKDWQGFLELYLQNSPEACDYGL
MEX-5 binding: C. elegans MEX-5 TCR-2 RNA binding activity | MEX-5/FITC-TCR2 RNA binding, fluorescence polarization; hits give low values | activity score (negative = inhibition of binding), % at 10 µM | Q9XUB2 | 300,000 tested, 0.38% active;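 active = inhibition past about -25% in most replicates, and total fluorescence under double the plate's negative control median, limit read from the data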;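 note: 0% = DMSO and -100% = 5 µM competing unlabeled TCR2 RNA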
Target sequence (Q9XUB2 whole entry, looked up): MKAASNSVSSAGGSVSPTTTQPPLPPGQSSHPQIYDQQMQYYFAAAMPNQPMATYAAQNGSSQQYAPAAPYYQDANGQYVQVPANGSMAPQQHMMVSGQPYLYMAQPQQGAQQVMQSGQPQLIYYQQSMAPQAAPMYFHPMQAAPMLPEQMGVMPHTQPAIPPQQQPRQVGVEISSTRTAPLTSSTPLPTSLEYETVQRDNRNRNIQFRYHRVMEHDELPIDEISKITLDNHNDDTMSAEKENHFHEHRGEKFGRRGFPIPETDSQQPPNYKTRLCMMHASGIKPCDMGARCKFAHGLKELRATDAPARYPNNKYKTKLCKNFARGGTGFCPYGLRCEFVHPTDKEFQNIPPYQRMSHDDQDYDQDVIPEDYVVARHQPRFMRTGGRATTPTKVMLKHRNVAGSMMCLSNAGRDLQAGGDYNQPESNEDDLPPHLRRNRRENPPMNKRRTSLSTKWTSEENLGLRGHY
* hit, by the source's call; nt = no result given. This is a subset; count on the stated rates, not on these rows.

SMILES | Bcl-xL primary | MCL1-BIM inh | PAD4 FP inh | GLD-1 TGE inh | TPT1 inh | PME-1 primary | Fam108B inh | GSTO1 counter | MEX-5 binding
O=C(CSc1ncn(-c2ccccc2)n1)NCc1ccccc1 | 7 | 3 | -5 | -3 | 4 | -1 | -2 | 0 | -2.1
CN(C)c1ccc(C2C3CCCc4ccccc4C3=NN2C)cc1 (configuration not stated) | 3 | 2 | 4 | 2 | 1 | 2 | 1 | -2 | 1.9
CCOC(=O)C(NC(=O)CC)C(O)c1cccc([N+](=O)[O-])c1 (configuration not stated) | 2 | 4 | -1 | 8 | -2 | 4 | 1 | -5 | -0.6
CCCNc1ccc(S(=O)(=O)N(CC)CC)cn1 | 4 | -1 | -1 | -14 | 1 | 7 | -7 | 1 | -0.3
Cc1ccccc1N1CCN(S(=O)(=O)CC23CCC(CC2=O)C3(C)C)CC1 (configuration not stated) | 4 | 6 | 4 | -10 | -4 | 1 | 1 | -5 | 0.3
C=CCNc1ncnc2c1[nH]c1ccccc12 | 3 | -4 | -2 | 4 | -4 | 10 | 3 | -1 | 0.1
O=C(O)CCN1C(=O)c2ccc(NC(=O)c3cccs3)cc2C1=O | 5 | 0 | -4 | 6 | 3 | 7 | -4 | -3 | -0.3
CS(=O)(=O)N(CC(=O)NCCC1=CCCCC1)c1ccc2c(c1)OCO2 | -2 | 0 | -1 | 1 | 0 | -2 | 1 | 0 | -1.6
Cc1nc2cc(NC(=O)c3ccc(N4C(=O)CCC4=O)cc3)ccc2s1 | 3 | 5 | 1 | -5 | -1 | -1 | -3 | -3 | 0.2
CC(Sc1nc(-c2ccco2)nc2c1c(=O)n(C)c(=O)n2C)C(=O)O (configuration not stated) | 6 | 8 | -4 | -1 | -3 | 1 | 0 | 9 | -1.3
Cc1ncc(CN2CCCC(CCC(=O)NCc3ccc(F)c(F)c3)C2)s1 (configuration not stated) | 4 | 7 | 0 | 2 | -1 | 5 | 5 | 4 | -1.7
COCCN(C(=O)Cn1nnc2ccccc21)C(C(=O)NC1CCCCC1)c1ccc(OC)cc1OC (configuration not stated) | -2 | 2 | -2 | -3 | -1 | 7 | 1 | 10 | 0.6
Cc1oc2c(C)c(O)ccc2c(=O)c1-c1cnn(-c2ccccc2)c1 | 0 | -10 | -5 | -4 | 1 | -14 | -9 | 3 | 2.4
COc1c(F)c(F)c(C(=O)Nc2ccccc2N2CCN(C(C)=O)CC2)c(F)c1F | 5 | 3 | -1 | -2 | -2 | 0 | 3 | 3 | 2.7
C=CCNc1nc(Nc2ccc([N+](=O)[O-])cc2)nc(N2CCCC2)n1 | 3 | -1 | -4 | 4 | 0 | 4 | -1 | -3 | 0.7
Cc1cc(Oc2nc3c(C)cccn3c(=O)c2/C=C(\C#N)S(=O)(=O)c2ccc(Cl)cc2)ccc1Cl | 5 | 7 | 0 | 5 | 0 | -6 | -3 | -1 | -12
COc1ccc(Cl)cc1N1C(=O)C2CCCN2C1c1ccccc1F (configuration not stated) | 2 | 1 | -1 | 2 | -7 | 2 | 1 | 6 | -1.0
O=C(Nc1nnc(SCc2ccc(F)cc2)s1)C1CC(=O)N(Cc2ccccc2)C1 (configuration not stated) | 3 | 3 | -2 | 2 | 2 | 12 | 3 | -5 | 1.0
C/C(=C\c1ccco1)C1C(C#N)=C(N)Oc2n[nH]c(-c3ccc(C)cc3)c21 (configuration not stated) | 4 | -3 | -7 | -3 | 1 | -3 | 2 | 11 | -2.0
CC1(c2nnc(-c3ccncc3)o2)CC(c2c(Cl)cccc2Cl)=NO1 (configuration not stated) | -1 | 6 | -6 | -2 | -2 | 5 | 0 | -6 | -2.6
O=C1NC(c2ccncc2)C(C(=O)c2cccs2)C(O)(C(F)(F)F)N1 (configuration not stated) | 2 | 6 | -5 | 5 | 1 | -3 | -4 | -5 | 0.8
COc1cc(C(=O)N2CCCN(C)CC2)cc(OC)c1C | 5 | 1 | 2 | -4 | -3 | -1 | 3 | 0 | -2.4
COc1ccc(N(CC(=O)N/N=C/c2cccs2)S(=O)(=O)c2ccccc2)cc1 | 4 | 5 | -1 | 8 | 1 | -1 | -1 | 1 | 1.3
COC(=O)c1cccc(NC(=O)c2cccnc2)c1 | 7 | -1 | -4 | 5 | 4 | -4 | 0 | -2 | 2.3
CCCN(CC(=O)Nc1ccccc1OC)C(=O)Cn1[nH]c(=O)c2ccccc2c1=O | 0 | -5 | -1 | 3 | nt | -2 | nt | nt | nt
CCc1ccc(C(=O)NNC(=O)CN2C(=O)NC3(CCCC3)C2=O)cc1 | 0 | -7 | 0 | 1 | nt | -3 | nt | nt | nt
CC(=O)Nc1nc(-c2ccc3c(c2)CCN3C(=O)C2CC2)c(C)s1 | -5 | 0 | -8 | 4 | 0 | 3 | 0 | 2 | -0.9
COc1ccc(NC2=C3CC(C)CC=C3N(c3ccc(OC)cc3)C2=O)cc1 (configuration not stated) | 2 | 8 | -2 | 5 | 0 | 1 | 1 | 13 | 2.3
Cc1noc(C)c1C(=O)NC(C)C12CC3CC(CC(C3)C1)C2 (configuration not stated) | 0 | 9 | -3 | 0 | -4 | 4 | -1 | -7 | -0.1
Cc1ccc(S(=O)(=O)N2CCC3(CC2)OCCN3S(=O)(=O)c2cccs2)cc1 | 1 | -7 | 4 | 5 | 1 | 25 | -1 | 6 | 0.8

2 of the compounds above, with tabs.
SMILES	Bcl-xL primary	MCL1-BIM inh	PAD4 FP inh	GLD-1 TGE inh	TPT1 inh	PME-1 primary	Fam108B inh	GSTO1 counter	MEX-5 binding
Cc1ccccc1N1CCN(S(=O)(=O)CC23CCC(CC2=O)C3(C)C)CC1 (configuration not stated)	4	6	4	-10	-4	1	1	-5	0.3
C=CCNc1ncnc2c1[nH]c1ccccc12	3	-4	-2	4	-4	10	3	-1	0.1

(list continues)
SMILES | Bcl-xL primary | MCL1-BIM inh | PAD4 FP inh | GLD-1 TGE inh | TPT1 inh | PME-1 primary | Fam108B inh | GSTO1 counter | MEX-5 binding
Cc1ccc(S(=O)(=O)N(C)c2c(C)ccc(S(N)(=O)=O)c2C)cc1 | 7 | 10 | -2 | 1 | -7 | 3 | 4 | 3 | -3.7
Cc1ccc(Cl)cc1N1CCN(C(c2ccc(C#N)cc2)c2nnnn2C2CCCC2)CC1 (configuration not stated) | -2 | -2 | -2 | 0 | -2 | 2 | -4 | 6 | nt
Cc1ccc(CNC(=O)C2CC=CCC2C(=O)O)cc1 (configuration not stated) | 1 | -13 | 0 | 5 | 4 | 1 | 1 | -2 | 1.2
CN(C(=O)COC(=O)/C=C/c1ccc(S(=O)(=O)N2CCc3ccccc32)cc1)C1CCS(=O)(=O)C1 (configuration not stated) | 3 | -3 | 1 | 7 | -6 | -1 | 2 | 0 | -2.2
CCOc1cc2[nH]c(=S)n(Cc3ccc(C(=O)NCCOC)cc3)c(=O)c2cc1OCC | -9 | -14 | -1 | 0 | -2 | 1 | 0 | -2 | 1.8
C/C(=N\NC(=O)Cc1c(C)[nH][nH]c1=O)c1cccc(Br)c1 | 5 | 4 | 2 | 9 | 0 | -6 | -1 | -2 | -0.9
COc1ccc(/C=N/Nc2nncn2N)cc1Br | -2 | 1 | 53* | -2 | 2 | -2 | 0 | 29 | -4.6
COc1cc2c(C(=O)NCc3ccc4c(c3)OCO4)cn(C)c(=O)c2cc1OC | 7 | 5 | -1 | 2 | -2 | 3 | 2 | 1 | -1.6
Cc1cc(C(=O)O)ccc1-n1c(C)ccc1C | 47* | 98* | 9 | 26 | 13 | -18 | 24* | 46* | -88*
COc1ccccc1NC(=O)CSc1ncnc2c1oc1ccccc12 | 9 | 15 | 2 | 2 | 0 | -1 | -4 | 0 | -0.4
Nc1nc(NCCCN2CCOCC2)nc(Nc2ccc(Cl)cc2)c1[N+](=O)[O-] | 1 | -5 | 2 | 3 | -4 | 9 | -2 | 0 | 2.8
O=C(OCC(=O)N(C1CCCCC1)C1CCCCC1)c1cnccn1 | -10 | -9 | 1 | 5 | 2 | -5 | 2 | -3 | -0.2
COCCN(C(=S)Nc1ccc(C)cc1C)C(C)c1cccs1 (configuration not stated) | 4 | 4 | -3 | 3 | -3 | -4 | 2 | -11 | -1.1
CC(C)(C)c1cc[n+](-c2nc([O-])sc2C=O)cc1 | 19 | 19 | -3 | 2 | -2 | 3 | 3 | -1 | 0.6
CCOc1ccc(S(=O)(=O)NCc2ccc(F)cc2)c2cccnc12 | 4 | -2 | 0 | -3 | 2 | -2 | 2 | -5 | 0.5
CCOc1ccc(C(=O)NC(C(=O)NCc2ccccn2)C(C)C)cc1 (configuration not stated) | -3 | 0 | -12 | -9 | 0 | -8 | -3 | -5 | 0.9
Cc1cccc(C)c1OCc1cc(C(=O)N(Cc2nccn2C)C(C)C)no1 | 7 | 9 | -1 | 1 | 4 | 1 | -5 | 6 | 1.0
O=C(COC(=O)/C=C/c1ccc(S(=O)(=O)N2CCCCCC2)cc1)NCc1ccccc1Cl | 1 | 6 | 3 | 2 | 3 | 7 | -1 | 3 | -1.2
COc1ccc(S(=O)(=O)NCC(c2ccco2)N2CCc3ccccc3C2)cc1 (configuration not stated) | 4 | 10 | 2 | -1 | -2 | -6 | 1 | 23 | 1.9
CC(C)=C1SC(N2CCN(c3cccc(C)c3)CC2)=NC1=O | 1 | -4 | 5 | 4 | 4 | 3 | -5 | 2 | 0.3
COc1ccc(NC(C)=O)cc1S(=O)(=O)N1CCN(C/C=C/c2ccccc2)CC1 | 0 | 10 | -8 | 3 | -2 | 3 | -1 | 5 | 0.0
O=C(Cn1ccc(NC(=O)OCc2ccccc2)nc1=O)NCCN1CCOCC1 | 0 | 0 | -2 | -5 | nt | 2 | nt | nt | nt
CCN1C(=O)NC2C1N(S(C)(=O)=O)CCN2S(C)(=O)=O (configuration not stated) | 4 | 6 | 3 | 5 | -1 | 0 | -1 | 1 | -0.8
OC1(c2cccs2)CN(c2ccc(Cl)cc2)C2=[N+]1CCCS2 (configuration not stated) | 7 | 9 | -3 | -3 | -3 | 2 | 6 | -4 | nt
CN(c1ccccc1)S(=O)(=O)c1cc(C(=O)OCC(N)=O)ccc1Cl | 5 | 3 | -1 | -5 | -5 | -2 | -6 | -5 | 1.0
CO/C(N)=C(\C#N)N=Cc1ccccc1Cl | 2 | 2 | 0 | -2 | 1 | 3 | 8 | 4 | -2.0
O=C(Nc1ccccc1)Nc1ccc(Cl)c([N+](=O)[O-])c1 | 0 | 5 | -3 | 0 | 0 | -15 | 1 | -29 | 3.1
NC(=O)c1ccccc1NC(=O)CCCCCn1nnc2ccccc2c1=O | 9 | 3 | 1 | 9 | 0 | -4 | 8 | -3 | -1.6
CCCOc1ccccc1C(=O)N(Cc1ccc(C)o1)C1CCS(=O)(=O)C1 (configuration not stated) | 2 | -1 | 3 | -10 | 1 | 5 | -4 | 4 | 2.1
CC(=O)c1c(C(C)=O)c(C)n(Cc2ccc3c(c2)OCO3)c1C | 6 | 6 | 0 | 3 | -3 | 4 | 0 | -4 | 0.3
CC(C)C(=O)Nc1ccc(C(=O)NNC(=O)CCCOc2ccc(Cl)cc2Cl)cc1 | 3 | 8 | -5 | 3 | 0 | -5 | 2 | -5 | 1.8
COc1ccccc1NC(=O)N1CCN(c2ccc3nncn3n2)CC1 | 2 | 5 | 1 | -3 | 1 | 3 | 3 | 9 | 0.2
